M. tuberculosis HTS: M. tuberculosis growth inhibition, HTS (AID 449762); 330,000 tested, 0.59% active; M. tuberculosis H37Rv growth inhibition, 7H9 media; higher % means a stronger effect; one-dose inhibition, % at 25 µM; IC50 in µM for titrated hits; in the data active means a potency from the dose series; inconclusive means inhibition above about 70% without an active follow-up result;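 further: bacterial growth assessed after seven days of incubation; strong numbers were not always called active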
tuberculosis growth: growth inhibition of non-replicating M. tuberculosis (AID 488890). 320,000 tested, 0.39% active. one-dose inhibition, % at 25 µM; IC50 in µM for titrated hits. Mycobacterium tuberculosis non-replicating, growth inhibition; higher % means a stronger effect; in the data active means a potency from the dose series; inconclusive means inhibition mostly from about 82% at the one dose, without a potency; inactive means the rest, 99 in 100 with inhibition below about 76%;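 further: plate controls were DMSO cells for no effect and high antibiotic wells for full effect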
H1N1 NS1A inhibition: H1N1 influenza NS1A inhibitors, functional cell based assay (AID 504329); NS1A functional cell-based assay, percent inhibition; higher % means a stronger effect; inhibition, % at 12.5 µM, or IC50 in µM where a hit was titrated; 340,000 tested, 0.3% active; in the data active means a potency from the dose series; inconclusive means inhibition above about 27% without an active follow-up result; further: strong numbers were not always called active
Salmonella PhoP GFP: Inhibition of PhoP regulon, Salmonella typhi GFP reporter cells, confirmation, 4 h (AID 1850). 310,000 tested, 0.33% active. Salmonella Typhi PhoP-promoter GFP reporter, fluorescence, 4 h; higher % means a stronger effect. one-dose inhibition, % at 50 µM; IC50 in µM for titrated hits; in the data active means a potency from the dose series; inconclusive means inhibition mostly from about 25% at the one dose, without a potency; inactive means the rest, 99 in 100 with inhibition below about 19%;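 further: 0% = induced wells with vehicle and 100% = uninduced wells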
inhibitors of VEEV: inhibitors of VEEV TC-83 cytopathic effect, confirmation, Vero cells (AID 588727); Vero cells, VEEV TC-83 cytopathic effect inhibition; higher % means a stronger effect; inhibition, % at 20 µM; hits with a dose series show IC50 in µM; 350,000 tested, 0.13% active; in the data active means a potency from the dose series; inconclusive means inhibition mostly from about 14% at the one dose, without a potency; inactive means the rest, 99 in 100 with inhibition below about 12%; further: strong numbers were not always called active
inhibitors of VEEV 10K pilot screen: also measured in inhibitors of VEEV; calls as there; inhibition, %; measured here: 10K pilot screen inhibition
An asterisk follows results filed as active; i = inactive; ? = inconclusive; . = not tested or not shown.

SMILES | M. tuberculosis HTS | tuberculosis growth | H1N1 NS1A inhibition | Salmonella PhoP GFP | inhibitors of VEEV | others
CC/C(=N\NC(=O)c1cc(C)nc2ccccc12)c1ccc(C)s1 | -7.4% | 9.8% | -6.5% | 6.7% | 0.5%
COc1ccccc1NC(=O)CN(Cc1ccco1)C(=O)c1ccc(-n2nc(C)cc2C)cc1 | -2.5% | 29.6% | -15.3% | -7.9% | 0.7%
CCOc1ccccc1C(=O)OCC(=O)Nc1ccc(N2CCCCC2)cc1 | -8.1% | 24.4% | 22.0% | -4.3% | i
CC(O)CNCCOc1ccccc1OCc1ccccc1 (stereo unspecified) | -1.4% | -4.3% | 10.3% | 16.4% | 0.4%
O=C1CSC(c2ccccc2)N1Cc1ccccn1 (stereo unspecified) | 2.7% | 26.7% | -0.8% | 3.9% | 0.0%
C/[N+]([O-])=C\c1coc2ccccc2c1=O | -3.2% | -6.7% | -8.2% | -9.8% | 0.2%
CCOC(=O)CSc1nnc(CNC(=O)c2ccc(S(=O)(=O)N3CCOCC3)cc2)n1C | 4.0% | -18.2% | -5.8% | -4.0% | i
CC(c1ccccc1)N1CC(C(=O)N2CCN(c3ccc(F)cc3)CC2)CC1=O (stereo unspecified) | -3.1% | -7.3% | 5.2% | -10.9% | 2.5%
CCNC(=O)CN(c1ccc(Br)c(C)c1)S(C)(=O)=O | 6.3% | -4.2% | -3.5% | -11.4% | 0.6% | inhibitors of VEEV 10K pilot screen=0.3
COc1ccc(/C=C(/NC(=O)c2ccccc2)c2nc3ccccc3[nH]2)cc1OC | 4.2% | -21.4% | 4.7% | 6.0% | 2.8% | inhibitors of VEEV 10K pilot screen=6.6

4 entries out of the list, arranged by molecular weight, smallest number first:
SMILES | M. tuberculosis HTS | tuberculosis growth | H1N1 NS1A inhibition | Salmonella PhoP GFP | inhibitors of VEEV | others
CC(O)CNCCOc1ccccc1OCc1ccccc1 (stereo unspecified) | -1.4% | -4.3% | 10.3% | 16.4% | 0.4%
CC(c1ccccc1)N1CC(C(=O)N2CCN(c3ccc(F)cc3)CC2)CC1=O (stereo unspecified) | -3.1% | -7.3% | 5.2% | -10.9% | 2.5%
COc1ccc(/C=C(/NC(=O)c2ccccc2)c2nc3ccccc3[nH]2)cc1OC | 4.2% | -21.4% | 4.7% | 6.0% | 2.8% | inhibitors of VEEV 10K pilot screen=6.6
COc1ccccc1NC(=O)CN(Cc1ccco1)C(=O)c1ccc(-n2nc(C)cc2C)cc1 | -2.5% | 29.6% | -15.3% | -7.9% | 0.7%

(continued)
SMILES | M. tuberculosis HTS | tuberculosis growth | H1N1 NS1A inhibition | Salmonella PhoP GFP | inhibitors of VEEV | others
COC(=O)c1cc(C(=O)OC)[nH]n1 | -0.3% | -10.0% | -7.5% | 2.8% | 0.4%
OCCCNCc1ccc(N(c2ccccc2)c2ccccc2)cc1 | 8.1% | 53.2% | 1.8% | 15.8% | 63.2%
COc1ccc(C(C(=O)NC(C)(C)C)N(C(=O)CCC(=O)Nc2cc(C)on2)c2cc(C)cc(C)c2)cc1 (stereo unspecified) | -1.3% | 11.4% | 5.9% | 3.2% | i
COc1ccccc1/C=C/C(=O)OCCN1CCOCC1 | -0.8% | -1.0% | -0.8% | -1.5% | 0.8%
COc1ccc(NS(=O)(=O)c2cccc(C(=O)NNC(=O)c3cccc(NC(C)=O)c3)c2)cc1 | -4.8% | -12.2% | 3.5% | -0.9% | 1.1%
CNC(=O)c1c(O)c2cccc3c2n(c1=O)CCC3 | 0.4% | 45.4% | 0.5% | -1.1% | 1.6%
Cc1cccc(C)c1NC(=O)CN1CCN(C(=O)CN2C(=O)NC3(CCCCC3C)C2=O)CC1 (stereo unspecified) | . | . | 10.3% | . | 0.9%
O=C(OCC(=O)N1CCCC1=O)c1ccc(O)cc1O | -7.2% | -3.4% | -5.8% | 2.1% | 2.2%
CC(=O)Nc1ccc(NC(=O)COC(=O)CCCc2c[nH]c3ccccc23)cc1 | 2.7% | 13.7% | 9.3% | -9.7% | 0.2%
CN(Cc1ccccc1)C(=O)c1cccc(NC(=O)Cc2ccc([N+](=O)[O-])cc2)c1 | 46.8% | 56.6% | -3.5% | . | 0.2%
Cc1nnc(NC(=O)c2ccc(S(=O)(=O)N(C)Cc3ccccc3)cc2)o1 | 33.3% | . | 19.1% | 14.7% | 5.8%
CCCCN(C)C(=O)c1cc2cc3ccc(OC)cc3nc2s1 | 2.2% | 6.04µM* | -7.9% | 3.7% | 11.8%
c1ccc(CNc2nc(-c3ccccn3)nc3ccccc23)cc1 | ? | 74.8% | 24.8% | 35.3% | 1.0%
Cc1ccc(-n2ccnc2SCC(=O)O)c(C)c1 | -6.5% | 8.2% | -11.0% | -20.1% | 0.6%
COc1ccccc1/C=C/C(=O)OCC(=O)N1CCc2ccccc21 | 4.7% | -47.1% | -13.3% | . | 3.3%
BrC(=C\c1ccccc1)/C=N/N1CCN(c2ccccc2)CC1 | 1.0% | 51.1% | 13.6% | -10.8% | 0.2%
O=C(CN1C(=O)NC2(CCCCCC2)C1=O)NCc1ccccc1Cl | 10.8% | 6.4% | -10.1% | . | 1.2%
COc1ccc(C2=NN(C(=O)c3ccccc3)C(c3cccc([N+](=O)[O-])c3)C2)cc1 (stereo unspecified) | 17.3% | -13.1% | 7.4% | 2.1% | 0.5%
Cc1ccc(C(=O)N/C(=C/c2ccco2)C(=O)N2CCCCC2)cc1 | -2.1% | 7.4% | -5.0% | -5.0% | 0.5%
C=CCNC(=O)c1ccc(CSc2nc3ccccc3s2)cc1 | -2.3% | 75.0% | 19.6% | -7.3% | 4.8%
CN(CC(=O)Nc1ccccc1Cl)C(=O)Cn1cnc2ccc(Cl)cc2c1=O | 2.9% | -4.0% | -2.6% | . | 0.8%
CCC(C)c1ccccc1NC(=O)CN(C)CCOc1ccc(Cl)cc1 (stereo unspecified) | 1.8% | 46.1% | 22.1% | -3.6% | i
CC(C)(C)c1nc(CN2CCOCC2)cc(CN2CCOCC2)c1O | -2.5% | -18.4% | -4.9% | 5.7% | 6.8%
COc1cc2[nH]c(O)c(C=O)c2cc1OC | . | . | -0.8% | . | 2.3%
Fc1ccccc1N=C1Nc2cccc3cccc1c23 | 48.4% | 2.6% | 6.7% | -3.2% | 1.6%
CCCCCN(C(=O)CCC(=O)OCC(=O)Nc1ccc(C)cc1F)c1c(N)n(CCCC)c(=O)[nH]c1=O | -8.2% | 18.0% | -4.7% | -6.1% | 2.8%
COc1cccc(C(=O)NC2CC(C)(C)NC(C)(C)C2)c1OC | -8.0% | -0.7% | -6.4% | 3.4% | 1.0%
COc1cccc(/C=C/C(=O)OCC(=O)N2c3ccccc3NC(=O)C2(C)C)c1 | 7.3% | 2.3% | -2.3% | 6.0% | 8.2%
Cc1nnc(OC(C)C)c2nn(-c3ccccc3F)c(C)c12 | -13.7% | 0.7% | 10.4% | -9.8% | 2.0%
Cc1ccc(NCC(=O)N/N=C/c2ccc(C(=O)O)cc2)cc1 | -2.5% | 3.8% | -7.4% | -2.7% | i
COc1cccc(C2CC3(CC(C)(C)NC(=S)N3)Oc3cc(O)ccc32)c1 (stereo unspecified) | 0.8% | 39.1% | 2.5% | -3.4% | 2.0%
COc1cc(C(=S)N2CCCC2)cc(Cl)c1O | 1.4% | 1.2% | 6.5% | -0.3% | 5.1%
O=C(CCn1ccc2ccccc21)NC1CCCc2ccccc21 (stereo unspecified) | -0.7% | 38.0% | 3.0% | 3.1% | 6.8%
Cc1cc2cc(CNC(=S)Nc3ccc(OC(F)F)cc3)ccc2n1C | -6.1% | . | -8.4% | 2.7% | 0.9%
O=S1(=O)NC(=NCCc2ccccn2)c2ccccc21 | 7.6% | -11.6% | -4.9% | -5.6% | 2.5%
CCC(=O)Nc1cc(C(=O)O)ccc1Sc1ccc(C)cc1 | -4.9% | 1.1% | -15.2% | -7.1% | 0.8%
COC(=O)c1ccc(NC(=O)c2ccccc2C(=O)Nc2ccc(C(=O)OC)cc2)cc1 | ? | 6.1% | 10.5% | -1.7% | 0.9%
CCn1c2ccccc2c2cc(NC(=O)c3cc(OC)c(OC)c(OC)c3)ccc21 | -0.9% | -6.5% | -13.7% | -5.9% | 9.9%
CCN(Cc1ccccc1)C(=O)c1cc(COc2c(F)cccc2F)on1 | 3.3% | 26.2% | -4.9% | -0.7% | i
CC(C)(C)C1CCc2onc(C(=O)N3CCOCC3)c2C1 (stereo unspecified) | -0.9% | 1.3% | 3.0% | -2.6% | i
NNC(=O)c1ccc(Cl)cc1 | -2.0% | 1.6% | -5.1% | -7.0% | 0.6% | inhibitors of VEEV 10K pilot screen=2.0
COc1ccccc1Nc1c2c(nc3ccccc13)CCC2 | 5.5% | 8.4% | 19.7% | 0.6% | i
Cc1cccc(OCCn2c(S(=O)(=O)O)nc3ccccc32)c1 | -2.7% | 0.4% | 0.7% | 1.0% | 0.2%
O=C(Nc1ncccc1O)c1ccc(S(=O)(=O)N2CCCCCC2)cc1 | 1.3% | 15.2% | -6.4% | 3.8% | 1.7%
CC(=O)N1CCN(C(=O)c2ccc(NS(=O)(=O)c3ccc4c(c3)OCCO4)cc2)CC1 | -1.9% | 6.4% | -9.9% | -5.4% | i
C=CCn1c(=NC(=O)CN2C(=O)CCC2=O)sc2cc(S(N)(=O)=O)ccc21 | 4.0% | -14.7% | 11.4% | 0.6% | i
Cc1ccc(OCC(=O)N/N=C2/SCC(=O)N2Cc2ccccc2)cc1 | -7.7% | . | -1.5% | 0.1% | 1.1%
O=c1oc2ccccc2c(O)c1/C=N/c1ccccn1 | 4.5% | 0.3% | -5.9% | -9.8% | 7.6%
Cc1c(NC(=O)c2ccc3c(c2)C(=O)N(Cc2ccco2)C3=O)cccc1C(=O)O | 0.1% | -12.7% | 6.1% | -1.3% | 3.0%
Cn1c(-c2sccc2OCc2cccc(C(F)(F)F)c2)n[nH]c1=S | -2.9% | -27.5% | 0.1% | 6.0% | 3.2%

Four compounds drawn at random from those above, as already listed:
SMILES | M. tuberculosis HTS | tuberculosis growth | H1N1 NS1A inhibition | Salmonella PhoP GFP | inhibitors of VEEV | others
O=c1oc2ccccc2c(O)c1/C=N/c1ccccn1 | 4.5% | 0.3% | -5.9% | -9.8% | 7.6%
NNC(=O)c1ccc(Cl)cc1 | -2.0% | 1.6% | -5.1% | -7.0% | 0.6% | inhibitors of VEEV 10K pilot screen=2.0
Cn1c(-c2sccc2OCc2cccc(C(F)(F)F)c2)n[nH]c1=S | -2.9% | -27.5% | 0.1% | 6.0% | 3.2%
O=C(Nc1ncccc1O)c1ccc(S(=O)(=O)N2CCCCCC2)cc1 | 1.3% | 15.2% | -6.4% | 3.8% | 1.7%

(next part)
SMILES | M. tuberculosis HTS | tuberculosis growth | H1N1 NS1A inhibition | Salmonella PhoP GFP | inhibitors of VEEV | others
CCC(C)NC(=O)c1ccc2c(c1)S(=O)(=O)c1ccccc1C2=O (stereo unspecified) | 3.2% | 11.1% | -6.8% | 1.6% | 2.9%
Brc1cc2c(cc1Br)OCCOCCOCCO2 | -4.6% | -0.8% | -17.0% | 7.3% | i
CCc1ccc(NC(=O)N(C2CCCCC2)C(C)c2cccnc2)cc1 (stereo unspecified) | 7.3% | ? | -4.1% | 13.8% | i
Cc1c(Cl)cnc(NC(=O)CSc2nncs2)c1Cl | 1.6% | -7.1% | -5.1% | -5.0% | 2.1%
O=C(Cc1ccc(-c2ccccc2)cc1)NC1CCCC1 | -3.9% | 24.7% | -6.5% | 7.1% | 2.1%
CC1=CC(=O)C=C(C)C1=NOC(=O)c1cccc([N+](=O)[O-])c1 | 11.9% | 45.1% | -2.1% | -3.0% | 1.7%
Cc1ccccc1OCc1ccc(C(=O)N2CC(C)OC(C)C2)o1 (stereo unspecified) | 3.4% | 19.1% | 2.7% | -8.4% | 1.0%
O=C1CC(N2CCN(C(c3ccccc3)c3ccccc3)CC2)C(=O)N1Cc1ccc(N2CCCC2=O)cc1 (stereo unspecified) | 7.4% | 37.2% | -16.7% | -8.6% | i
COc1cc2c(-c3ccc4c(c3)OCO4)c(-c3ccsc3)oc(=O)c2cc1OC | 8.5% | 59.3% | 0.3% | . | 6.4%
CC(C)N(Cc1nc(-c2ccc(Cl)cc2)no1)C(=O)C(c1ccccc1)c1ccccc1 | 4.1% | -2.6% | 1.8% | 9.7% | 3.2%

Screening data (PubChem BioAssay)
